PKA inh: PKA (human) kinase inhibition. AID 524. inhibition, % at 6 µM. actives 0.1% (n = 65,000). PKA Kemptide phosphorylation, Kinase-Glo ATP luminescence;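 active = inhibition above the screen-wide mean inhibition plus 3 SD, cut at about 21% in these data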; also: many of its hits are not listed in these tables
C1s block: human complement C1s inhibition | P09871 | purified C1s, fluorogenic AMC substrate, pooled mixtures | mean inhibition % of two 10-compound mixtures (stronger effect = higher value), % at 5 µM (by protocol) | actives 0.16% (n = 62,000);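 active = inhibition above 20% in each of the two 10-compound mixture wells holding the compound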;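 also: 0% = enzyme wells lacking compound mixture and 100% = no-enzyme blank wells; some compounds called inactive have numbers as strong as hits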
CatL inh: inhibitors of human cathepsin L. P07711. purified cathepsin L, fluorogenic substrate, fluorescence. inhibition, %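 (tested at 10 µM)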. actives 0.17% (n = 58,000). AID 460; in the data active = inhibition above about 45%;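 also: 0% = enzyme with no compound and 100% = no enzyme blank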
Target sequence (P07711 114-288 limits assumed): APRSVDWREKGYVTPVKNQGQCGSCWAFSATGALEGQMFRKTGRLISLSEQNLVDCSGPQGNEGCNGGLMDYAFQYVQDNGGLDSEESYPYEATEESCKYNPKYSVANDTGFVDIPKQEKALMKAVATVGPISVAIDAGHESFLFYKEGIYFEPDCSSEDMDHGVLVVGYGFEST
Target sequence (P07711 292-333 limits assumed): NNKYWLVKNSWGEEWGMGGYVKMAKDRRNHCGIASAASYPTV
CatG inh: inhibitors of human cathepsin G; P08311; purified enzyme, AMC-tetrapeptide fluorescence, pooled mixtures; inhibition, % at 5 µM (by protocol); actives 0.2% (n = 62,000); AID 581;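 active = inhibition above 20% in each of the two mixture wells holding the compound; inactive = inhibition of 20% or less in either well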;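 also: 0% = enzyme control without mixture and 100% = blank lacking enzyme; strong numbers were not always called active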
CatS block: blocks human cathepsin S protease activity; P25774; recombinant cathepsin S, AMC dipeptide fluorescence, pooled mixtures; inhibition, %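 (tested at 5 µM per compound within 10-compound mixtures)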; actives 0.06% (n = 62,000); in the data active = inhibition above about 32%, passing the limit was not always enough;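 also: 0% = enzyme without compound and 100% = blank without enzyme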
Target sequence (P25774 115-331 limits assumed): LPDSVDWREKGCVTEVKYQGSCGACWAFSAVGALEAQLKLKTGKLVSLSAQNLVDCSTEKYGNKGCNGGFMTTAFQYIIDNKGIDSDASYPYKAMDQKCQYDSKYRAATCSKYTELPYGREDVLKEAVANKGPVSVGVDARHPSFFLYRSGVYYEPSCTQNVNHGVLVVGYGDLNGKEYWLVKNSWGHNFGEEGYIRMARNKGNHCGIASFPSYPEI
FXIa inh mix: inhibitors of human coagulation factor XIa, pooled mixtures; purified FXIa, fluorogenic substrate; AID 680; inhibition, % at 5 µM; actives 0.19% (n = 62,000); P03951;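 also: each value is inhibition by a whole ten-compound pool holding the compound; 0% = enzyme with no mixture and 100% = wells lacking enzyme; strong numbers were not always called active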
FXIIa mix inh: inhibitors of human coagulation factor XIIa, pooled mixtures; purified FXIIa, fluorogenic substrate; inhibition, % at 5 µM; actives 0.2% (n = 62,000); P00748; AID 684;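 also: 0% = enzyme without compound and 100% = no enzyme blank; some results filed as inactive read as strong as hits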
ROCK2 blocker: inhibitors of human Rho kinase 2; O75116; purified ROCK2, Kinase-Glo ATP depletion luminescence; inhibition, % at 6 µM; actives 0.35% (n = 60,000); AID 604;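 active = inhibition above the screen-wide mean inhibition plus 3 SD, cut at about 18% in these data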;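 also: plate controls were DMSO wells for no effect and Y-27632 control wells after no-enzyme background subtraction for full effect; many of its hits are not listed in these tables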
JNK3 blocker: blocks human JNK3 kinase activity; P53779; purified JNK3 kinase activity, HTS; inhibition, % at 8 µM; actives 0.61% (n = 60,000); AID 746; in the data active = inhibition above about 17%;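 also: 0% = DMSO and 100% = reference inhibitor; many of its hits are not listed in these tables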
Target sequence (P53779 whole entry, looked up): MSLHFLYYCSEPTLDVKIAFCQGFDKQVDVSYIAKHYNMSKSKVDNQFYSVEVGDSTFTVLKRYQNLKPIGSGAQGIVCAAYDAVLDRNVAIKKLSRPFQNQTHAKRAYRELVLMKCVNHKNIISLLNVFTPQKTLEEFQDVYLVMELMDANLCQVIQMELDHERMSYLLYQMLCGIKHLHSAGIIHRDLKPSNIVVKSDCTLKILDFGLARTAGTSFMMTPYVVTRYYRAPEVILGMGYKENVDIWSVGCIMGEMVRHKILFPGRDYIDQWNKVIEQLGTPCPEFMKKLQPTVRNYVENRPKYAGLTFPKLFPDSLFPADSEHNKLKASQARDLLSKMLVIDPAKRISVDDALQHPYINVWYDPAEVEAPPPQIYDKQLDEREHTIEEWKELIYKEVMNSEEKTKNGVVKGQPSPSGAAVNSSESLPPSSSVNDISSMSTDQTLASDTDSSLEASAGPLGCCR
* marks the source's active call; other numbers are inactive results; / = not tested or not shown. Rule as the data show it, unless noted: active = inhibition above about 20% (passing the limit was not always enough); inactive = the rest. Rows were taken by chance; any-hit rate near 1.5%.

mol	PKA inh	C1s block	CatL inh	CatG inh	CatS block	FXIa inh mix	FXIIa mix inh	ROCK2 blocker	JNK3 blocker
CC1(C)Cc2c(sc3nc(SCC(=O)N4CCOCC4)nc(N)c23)CO1	8	10	9	7	1	8	4	/	/
CCC(=O)Nc1nnc(SCC(=O)Nc2ccc(F)cc2)s1	-5	-7	-8	2	4	5	-3	-5	-9
COc1ccc(-c2nnc3n2N=C(c2ccccc2)CS3)cc1OC	8	12	-15	10	-5	5	32*	4	-2
NC(=O)CSc1ccc(Br)cc1	8	0	-7	9	-2	3	6	8	-8
CC1(C)CC(=O)C2=C(C1)N1CCCCC1CC2=O (centres undefined)	10	-29	1	-3	-10	-9	32	6	-5
CCOC(=O)c1ccccc1NC(=O)COC	-2	19	4	9	1	2	-6	/	/
CCOC(=O)Nc1sc(C(=O)N(CC)CC)c(C)c1C(=O)OCC	11	4	-2	0	0	0	1	9	-5
CCc1ccccc1N1CC23C=CC(O2)C(C(=O)OC)C3C1=O (centres undefined)	7	14	3	7	-3	8	-13	4	4
Cc1c(C(=O)NCc2ccoc2)oc2ccc3c(c12)C(=O)CC(C)(C)O3	5	-9	-25	-13	12	0	13	-7	-3
COC(=O)C1=C(C)N(C)C(C)=C(C(=O)OC)C1c1ccsc1	-8	-1	-5	-1	2	10	5	-3	-3
CCC(C)NC(=O)CSc1nnc(-c2ccncc2)n1-c1ccc(OC)cc1 (centres undefined)	9	-28	5	4	-6	0	-1	6	-1
CCOC(=O)c1ccc(N=CC2=C(O)CC(c3ccco3)CC2=O)cc1 (centres undefined)	7	/	7	/	/	/	/	5	1
Cc1sc2ncnc(Sc3nnnn3-c3ccc(Cl)cc3)c2c1C	-6	-1	-2	2	-4	4	-28	0	-6
COCCN(CC(=O)Nc1ccccc1C)S(=O)(=O)c1ccc(S(=O)(=O)N2CCCC2)cc1	-3	-162	-4	-19	-18	-15	1	-4	-1
COc1ccc(NC(=O)Cn2nnc(-c3ccccc3F)n2)cc1	7	-5	4	7	-3	-1	5	7	0
CC1(C)CC(=O)C2=C(C1)OC(=O)C2(NC(=O)c1cccs1)C(F)(F)F (centres undefined)	5	-10	0	9	0	3	11	3	-1
O=C(NCc1cccs1)c1nc2c(nnn2Cc2ccccc2Cl)c(=O)[nH]1	3	-18	19	-8	21	1	11	2	-8
Cc1cc(C)nc(NC(=O)Nc2ccccc2C(F)(F)F)n1	8	-1	1	-2	8	2	-17	2	6
Cc1cc(C)nc(Nc2ccc(N3CCCC3)cc2)n1	0	-6	2	-5	14	5	-11	-4	-20
Cc1ccc(C(=O)CSc2ncn[nH]2)cc1	11	0	25	-1	0	1	-1	3	4
N#CC1(P(=O)(c2ccccc2)c2ccccc2)CC1	1	/	-8	/	/	/	/	11	-5
Cc1cc(C)c2c(n1)nn1c(N3CCN(Cc4ccccc4)CC3)cc(C)nc21	10	-84	-79	0	-6	-7	6	6	8
COCCCN1C(=O)C(=O)/C(=C(/O)c2ccc(OC(C)C)cc2)C1c1ccncc1 (centres undefined)	-6	-9	14	-2	18	7	4	-3	-2
Cc1cc(C)n(-c2ccn(Cc3ccc(Cl)cc3Cl)c(=O)n2)n1	5	3	11	-3	11	3	1	2	-1
CCc1ccc(C2CC(c3ccc(F)cc3)Nc3nc(N)nn32)cc1 (centres undefined)	5	2	-6	9	-8	3	2	6	3
COc1ccc(CNC(=O)C2CCN(S(=O)(=O)c3ccc(-c4nn[nH]n4)cc3)CC2)cc1	12	9	-8	9	-6	3	11	6	2
O=C(CCCCCNS(=O)(=O)c1ccc(Br)cc1)NCCN1CCOCC1	8	11	12	5	8	12	5	6	-8
O=C(c1ccc(N2CCCC2=O)cc1)N1CCOCC1	9	12	4	11	0	7	6	3	5
O=C(CSc1n[nH]c(-c2ccncc2)n1)NCCc1ccccc1	20	-22	/	3	-8	0	-12	7	5
COc1ccc(S(=O)(=O)N2CCCC(C(=O)Nc3cccnc3)C2)cc1Cl (centres undefined)	10	-41	/	-2	8	9	3	/	/
O=C(Nc1ccc(C(F)(F)F)cc1Cl)c1ccc(Cn2cc(Br)cn2)o1	4	5	12	9	10	0	4	1	-2
CCn1cc(SCC(=O)NCC2CCCO2)c2ccccc21 (centres undefined)	11	5	-1	9	13	15	10	1	-3

Individual results from the entries so far.
PKA inh, O=C(CSc1n[nH]c(-c2ccncc2)n1)NCCc1ccccc1 stands at 20
FXIa inh mix, CCc1ccc(C2CC(c3ccc(F)cc3)Nc3nc(N)nn32)cc1 (centres undefined) stands at 3

Other structures follow:
mol	PKA inh	C1s block	CatL inh	CatG inh	CatS block	FXIa inh mix	FXIIa mix inh	ROCK2 blocker	JNK3 blocker
COC(=O)C1=C(N)Oc2cc(C)n(CC3CCCO3)c(=O)c2C1c1ccccc1 (centres undefined)	2	17	3	1	-5	9	11	0	1
COc1ccc(S(=O)(=O)N2CCCC2C(=O)NCc2cccs2)cc1 (centres undefined)	-5	-12	-6	-13	-5	2	-7	-7	-5
Cc1ccc(NC(=O)c2cccc(Cl)c2)nc1	-2	13	-3	11	11	7	1	3	-1
O=c1cc(NCc2ccccc2)nc2n1CCCS2	3	-15	20	11	13	4	0	7	-4
CCOC(=O)c1cc2sc(C)cc2n1CC(=O)N1CCN(C(=O)c2ccco2)CC1	8	4	20	8	12	0	-16	1	5
O=C(Nc1nc(-c2ccc(S(=O)(=O)N3CCCC3)cc2)cs1)c1cccs1	-1	14	/	9	9	0	-8	2	3
O=C(NCc1cccc(C(F)(F)F)c1)C1CCCN(c2ncccn2)C1 (centres undefined)	-4	17	-5	14	2	3	6	4	0
c1ccc(-c2nc(N3CCOCC3)c3ccccc3n2)nc1	6	3	-7	-5	-6	3	-19	1	-1
Cc1ccc(S(=O)(=O)NCCSc2nnnn2C)cc1	-5	-1	23	11	17	-2	-4	1	2
COCCn1c(=S)[nH]c2ncccc2c1=O	-4	-9	23	50	8	38*	8	-2	-1
Nc1ccc(C(=O)OCc2nc3ccccc3[nH]2)cc1	6	13	11	10	1	4	7	4	11
CCN(CC)CCCN1C(=O)C(=O)/C(=C(/O)c2ccccc2)C1c1cc(OC)ccc1OC (centres undefined)	6	/	-12	/	/	/	/	6	5
CCC(C(=O)OC)n1cnc2c(cnn2-c2ccc(Cl)cc2)c1=O (centres undefined)	6	4	12	9	11	-1	12	4	1
CCCc1c(C)c2cccc(C)c2[nH]c1=O	-1	18	10	8	-1	2	6	4	7
O=C(CN1CCCCC1)Nc1ccc(F)c(Cl)c1	-4	9	-1	30	-2	10	8	/	/
COc1ccc(-c2noc(CCC(=O)NCCCN3CCC(Cc4ccccc4)CC3)n2)cc1	9	-34	4	-13	-7	-14	3	3	-1
Cc1ccccc1N(CC(=O)NCc1ccc2c(c1)OCO2)C(=O)CCC(=O)Nc1ccccn1	-2	-6	-2	6	5	9	12	1	6
CC1CCN(C(=O)CNC(=O)Cn2ccc3ccccc3c2=O)CC1	8	0	6	-1	8	-7	0	3	2
COc1ccc(-c2ccc(NCCC3=CCCCC3)nn2)cc1OC	-2	-13	-2	0	-4	-5	-4	/	/
COc1c(C)cccc1C(=O)Nc1ccc(CN2CCOCC2)cc1	2	17	2	11	-1	5	-1	2	-1
COc1ccc(OC)c(Nc2ncnc3c2cnn3-c2ccccc2)c1	6	15	0	12	13	1	-2	6	3
CCOC(=O)C1=C(N)n2c(s/c(=C/c3ccco3)c2=O)=C(C(=O)OC)C1c1ccco1 (centres undefined)	9	-22	12	-4	4	4	5	2	-1
CCCNC(=O)c1ccccc1NC(=O)CN(c1ccccc1OCC)S(C)(=O)=O	1	4	1	-1	10	0	3	2	8
CSc1cnn(-c2ccccc2)c(=O)c1SC	8	-5	17	4	13	9	5	5	-2
COc1ccc(C2=CC(c3sccc3C)n3nnnc3N2)cc1 (centres undefined)	6	-8	0	-2	-7	5	-1	4	-1
Cc1ccc2c(c1)c1ncnc(N3CCC4(CC3)OCCO4)c1n2C	4	-31	-49	-3	8	-6	-20	-3	0
COc1ccc(Cl)cc1C(=O)n1nc(C)cc1C	/	30	4	-17	5	-5	14	/	/
Cc1nc2c3c(-c4ccccc4)nc(N4CCOCC4)nc3nn2c(C)c1CCC(=O)O	16	1	-8	10	-1	4	3	8	-5
c1ccc(-n2nnnc2SCCCSc2nc3ccccc3s2)cc1	9	-36	2	-6	-15	-6	1	2	6
O=C(NCN1C(=O)C2C3C=CC(C3)C2C1=O)Nc1nncs1 (centres undefined)	-8	-5	-1	-5	-6	7	6	-3	-7
Cn1c(=O)n(Cc2ccccc2F)c(=O)c2c1nc1n2CCCN1CCc1ccccc1	10	-34	-1	-17	0	-8	5	-4	3
CCNS(=O)(=O)c1ccc(NC(=O)c2ccccc2OCC)cc1	12	8	14	9	1	5	-10	9	7
CCOCC(=O)Nc1ccc(F)c(F)c1	5	-19	13	-17	4	-1	-3	5	-7
Cc1cc(C)c(S(=O)(=O)NCCCN2CCOCC2)cc1Br	2	-10	-4	10	-4	2	2	4	-5
COc1ccc(Br)cc1C(=O)Nc1ccc(N2CCN(S(C)(=O)=O)CC2)cc1	5	-2	20	-1	12	6	3	6	-2
COC(=O)CSc1nc2sc(C)c(C)c2c(=O)n1C	2	-18	1	-8	9	-3	-13	0	12
CCn1c(=O)c(=O)[nH]c2cc(C(=O)N3CCN(c4ccccc4F)CC3)ccc21	8	-15	6	8	0	0	7	4	2
COc1cccc(/C=C2/CN(C)CC3=C2OC(N)=C(C#N)C3c2cccc(OC)c2)c1 (centres undefined)	5	8	0	6	-4	6	-11	11	5
COc1ccccc1NC(=O)C1=C(C)NC(=O)NC1c1ccc(C)cc1 (centres undefined)	2	1	/	5	4	-3	6	3	1
CCC1CCCCN1c1nc(-c2ccncc2)nc2ccccc12 (centres undefined)	62*	-38	5	10	2	0	5	15	-7
O=C(CSc1nnc(-c2cccs2)o1)N1CCCCC1	2	12	/	11	3	6	-6	4	0
CSc1ncc(Cl)c(C(=O)C(C#N)c2nc3c(C)cc(C)cc3c(=O)[nH]2)n1 (centres undefined)	6	14	3	9	8	6	3	5	7
COc1cccc(OCC(O)CN2CCOCC2)c1 (centres undefined)	6	4	21	5	0	-4	9	5	5
CCOc1ccc(N(CC(=O)OC)S(=O)(=O)c2ccc(OC)c(OC)c2)cc1	10	-29	-2	-15	8	-1	12	0	1
O=C(NCC1CCNCC1)c1ccncc1	17	2	-9	10	-4	-3	4	14	-6
O=C(C1CC1)N1CCCN(C(=O)C2CC2)CC1	9	11	9	7	-9	6	-13	8	2
COc1ccc(N(CC(=O)NCc2cccnc2)S(=O)(=O)c2c(C)nn(C)c2C)cc1	10	-39	/	-1	11	7	12	7	-2
CC(=O)Nc1nnc(Cc2ccccc2)s1	7	-17	-7	-17	-5	-8	7	-1	-8
O=S(=O)(c1cccc2cccnc12)N1CCc2ccccc21	2	-3	23	10	4	4	9	4	2
CON(C)c1nc(OCCNC(=O)OCc2ccc(Cl)cc2Cl)nc(N(C)C)n1	5	-1	2	1	-3	3	12	4	1
Cc1ccc(NC(=O)CC2SCCNC2=O)cc1Cl (centres undefined)	4	8	-10	4	-5	8	5	9	-3
O=c1[nH]c2ccccc2nc1-c1cccs1	-1	-51	-256	-2	0	1	3	1	12
Clc1ccc(COc2ccccn2)c(Cl)c1	6	/	9	/	/	/	/	7	9

Screening data deposited in PubChem BioAssay by several laboratories.
